Eya2 inh: blocks the phosphatase activity of human Eya2; AID 488837; Potency, µM (doses to about 76.9 µM), for inactives: at the top dose activity, negative = inhibition, hits mostly inhibitors; 330,000 compounds, 0.006% hits; recombinant Eya2, OMFP fluorescence dephosphorylation (OMFP is methylfluorescein phosphate); O00167; further: potency means the concentration at half of the fitted maximal effect
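Eya2 protein (added as 0.2 uM solution) was preincubated with compound for 10 min at ambient temperature in 50 mM HEPES pH 7.5, 50 mM NaCl, 5 uM MgCl2, 0.05% BSA, 1 mM DTT. OMFP (added at 50 uM) then reacted 10 min; fluorescence read at 485/525 nm.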
Chronic BCR inh: chronic active BCR signaling inhibition; 340,000 compounds, 0.05% hits; Potency, µM (top dose mostly 46.1 µM), for the others: at the highest dose ratio change, negative = lower green/red ratio, usual class: inhibitors; ABC-DLBCL IkBa-CBG/CBR reporter, luminescence ratio, 4 h; active means well fitted inhibition curve with a large enough effect in the signal ratio, with a control signal flat, not every such curve was filed as active; inconclusive means small, poorly fitted or top-dose-only effect, or effect the other way, or a change in a side signal; the % refers to the signal ratio;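 further: potency means the concentration at half of the fitted maximal effect; plate controls were basal doxycycline-induced cells for no effect and cells given 10 µM MG132 for full effect; MG132 reads +100%, hits lower the ratio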
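TMD8 human ABC-DLBCL cells with doxycycline-inducible IκBα–green luciferase fusion and unfused red luciferase, in 0.5% FBS medium; compounds up to 46 uM, 4 h at 37C. Green/red luminescence ratio, filter-overlap corrected, fitted to concentration-response curves.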
Giardia killer: Giardia lamblia killing; activity change, % at 7.66 µM, hits read low; Giardia lamblia trophozoite viability; 340,000 compounds, 0.15% hits; in the data active means activity change below about -80%; inconclusive means between about -30% and that limit;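 further: parasites exposed to compound for two days anaerobically before the ATP read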
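Each well holds 100 Giardia trophozoites and compound. After two days (48 hrs) at 37 deg C in anaerobic conditions, ATP is quantified by luminescence.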
GALK inhibitor: inhibitors of human galactokinase; 270,000 compounds, 0.007% hits; Purified GALK, Kinase-Glo residual ATP luminescence; Potency, µM (top dose mostly 57.5 µM), inactives show at the highest dose activity change, negative = inhibition, actives largely listed as inhibitors; further: potency means the concentration at half of the fitted maximal effect
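Luminescence from leftover ATP (Ultra-Glo luciferase/luciferin) served as read-out after a 1 h room-temperature reaction of 5 nM GALK with 35 uM ATP and 100 uM galactose.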
KCNH2 3.1 block: blocks the human KCNH2 3.1 channel isoform; U2OS KCNH2 3.1, thallium flux FluxOr; active compounds read low; activity change, % (tested at about 1.8 µM); 340,000 compounds, 0.95% hits;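 active means maximum activity change below -70%; inconclusive means maximum activity change from -70% to -50%; inactive means maximum activity change above -50%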;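 further: thallium influx rate constant from kinetic fluorescence after stimulation buffer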
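Channel expression came from 3.1 mutant virus (1.77 x 10^8 /mL) applied to suspended U2OS cells for 4 h. Flux was tracked with FluxOr dye plus Red40 quencher, and kinetic rate constants normalized to controls.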
Coupling enz: counter-screen for Giardia aldolase inhibitors: coupling enzyme system. coupling enzyme system counterscreen, AmpLite Red fluorescence. AID 2472. 290,000 compounds, 0.67% hits. activity change, negative = inhibition, % at 58.2 µM, hits read low; in the data active means activity change below about -30%
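Coupling enzymes only (glyceraldehyde-3-phosphate) + compound, at 57.5 uM final, 10 min RT; add substrate/coupling/AmpLite Red mix, 20 min RT; fluorescence ex 525/em 598 nm. Actives flag coupling-system interference.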
USP2a inh: inhibitors of human ubiquitin-specific protease USP2a. Potency, µM (highest dose often 38.3 µM), for the others: at the top dose activity change, negative = inhibition, hits mostly inhibitors. USP2 core, Ub-CHOP2 coupled fluorogenic reporter, 485/531. O75604. AID 463254. 330,000 compounds, 0.01% hits;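 further: potency means the concentration at half of the fitted maximal effect; plate controls were DMSO wells for no effect and full inhibition by NEM control for full effect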
Target sequence (O75604 whole entry, looked up): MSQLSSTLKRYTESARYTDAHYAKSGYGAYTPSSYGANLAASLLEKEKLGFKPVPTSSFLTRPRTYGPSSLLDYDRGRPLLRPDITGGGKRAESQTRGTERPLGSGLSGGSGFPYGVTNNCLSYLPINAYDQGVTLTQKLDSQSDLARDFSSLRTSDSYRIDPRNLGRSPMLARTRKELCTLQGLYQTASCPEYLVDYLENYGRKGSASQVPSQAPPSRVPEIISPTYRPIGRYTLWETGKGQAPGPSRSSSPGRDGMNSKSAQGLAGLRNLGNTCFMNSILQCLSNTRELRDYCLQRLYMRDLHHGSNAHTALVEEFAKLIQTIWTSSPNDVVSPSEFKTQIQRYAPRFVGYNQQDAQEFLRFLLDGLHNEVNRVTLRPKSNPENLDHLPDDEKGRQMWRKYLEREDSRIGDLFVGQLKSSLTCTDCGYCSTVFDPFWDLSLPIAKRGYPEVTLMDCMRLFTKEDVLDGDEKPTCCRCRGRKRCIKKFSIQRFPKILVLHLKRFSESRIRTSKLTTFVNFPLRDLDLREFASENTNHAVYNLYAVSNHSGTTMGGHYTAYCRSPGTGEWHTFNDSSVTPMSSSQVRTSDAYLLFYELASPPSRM
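USP2 core (10nM final) preincubated 30min RT with compound in 20mM Tris-HCl pH 8.0, 2mM CaCl2, 2mM beta-mercaptoethanol, 0.05% CHAPS; 25nM Ub-CHOP2 plus 25nM reporter substrate added, fluorescence (Ex485/Em531) read after 60min.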
PKM2 activator: PKM2 (human) enzyme activation; P14618; purified PKM2, Kinase-Glo ATP luminescence, activation; response scale: 0% is enzyme alone, no compound; AID 1631; Potency, µM (doses to about 57.5 µM), for inactives: at the top dose activation, actives largely listed as activators; 260,000 compounds, 0.34% hits; further: potency means the concentration at half of the fitted maximal effect; nearly all actives have a fitted effect of over 55% in size
Target sequence (P14618 whole entry, looked up): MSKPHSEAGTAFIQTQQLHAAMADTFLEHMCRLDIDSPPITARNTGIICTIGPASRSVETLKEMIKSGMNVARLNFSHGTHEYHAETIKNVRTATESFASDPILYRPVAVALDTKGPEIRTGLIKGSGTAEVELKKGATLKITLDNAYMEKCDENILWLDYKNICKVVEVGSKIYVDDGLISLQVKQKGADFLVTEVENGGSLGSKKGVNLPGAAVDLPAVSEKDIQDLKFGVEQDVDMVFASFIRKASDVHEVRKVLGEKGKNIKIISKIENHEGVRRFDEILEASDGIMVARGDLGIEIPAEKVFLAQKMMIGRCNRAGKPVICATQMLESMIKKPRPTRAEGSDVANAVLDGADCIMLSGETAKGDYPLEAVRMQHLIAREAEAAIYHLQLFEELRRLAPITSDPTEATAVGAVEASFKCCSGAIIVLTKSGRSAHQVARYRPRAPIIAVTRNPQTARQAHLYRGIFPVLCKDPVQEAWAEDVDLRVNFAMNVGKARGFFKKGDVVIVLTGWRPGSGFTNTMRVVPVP
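hPK-M2, >95% pure; 0.1 mM ADP / 0.5 mM PEP final; imidazole pH7.2 buffer w/ 7 mM MgCl2, 50 mM KCl; 1 h RT; Kinase-Glo lum. Intermediate enzyme activity for dual inhibitor/activator qHTS.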
uPA generation: blocks generation of uPA at the cell surface | 330,000 compounds, 0.31% hits | cell surface uPA generation assay, qHTS | Potency, µM (series often up to 38.3 µM), for inactives: at the highest dose activity change, negative = inhibition, most hits filed as inhibitors; active means well fitted inhibition curve with a large enough effect; inconclusive means small, poorly fitted or top-dose-only effect; inactive means no such curve, though single readings can be large or run the other way; tested in mouse RAW 264.7 cells; further: potency means the concentration at half of the fitted maximal effect; nearly all actives have a fitted effect of over 55% in size
KCNH2 WT inh: KCNH2 (human, wildtype) channel inhibition; Q12809; activity change, % at 1.84 µM; U2OS, BacMam KCNH2, thallium flux FluxOr; active compounds read low; AID 720551; 340,000 compounds, 0.37% hits;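 active means maximum activity change below -70%; inconclusive means maximum activity change between -70% and -50%; inactive means maximum activity change above -50%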
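U2OS cells were transduced with wild-type KCNH2 virus (2.03 x 10^8 / mL) for 4 h at room temperature, then cultured overnight at 37 C. Thallium flux was read with FluxOr dye. Rate constants were normalized to DMSO controls.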
B2AR arrestin: beta2AR (human) beta-arrestin recruitment activity | beta-arrestin recruitment to beta2AR, cell-based reporter | Potency, µM (top dose mostly 46.1 µM), without a hit: at the highest dose activation, most hits filed as activators | 330,000 compounds, 0.02% hits | AID 492947;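 further: potency means the concentration at half of the fitted maximal effect; 0% = DMSO controls and full agonism = EC100 isoproterenol or metaproterenol; nearly all actives have a fitted effect of over 65% in size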
Starred values were filed as active, the others as inactive; ? = inconclusive; · = no result given; [ ] = another dose, or the depositor's remark. Unless noted, the call rests on the fitted dose curve; in most records, active means well fitted curve in the direction sought with a large enough effect; inconclusive means small, poorly fitted or top-dose-only effect, or another doubt; inactive means no such curve, though single readings can be large; an effect the other way counts as inactive or inconclusive. Unless noted, on the % scale 0 is the no-effect control and ±100 the full control effect. Rows are unselected; about 2.4% have a hit in one of these screens.

Values run as follows: Eya2 inh	Chronic BCR inh	Giardia killer	GALK inhibitor	KCNH2 3.1 block	Coupling enz	USP2a inh	PKM2 activator	uPA generation	KCNH2 WT inh	B2AR arrestin
(1) COc1ccc(/C=C(\C#N)C(=O)NCc2cccnc2)cc1OC
 : 6.3%	-1.6%	18.2	0.5%	19.8	-1.0	2.4%	-1.3%	-2.7%	2.4	0.0%
(2) CCC1CN(C(=O)N2CCC(C(=O)NCc3ccc(C)o3)CC2)c2ccccc2O1 (stereo unspecified)
 : 1.2%	-9.8%	-18.2	-3.1%	13.4	·	2.4%	·	-9.2%	-12.0	0.0%
(3) O=C(Nc1ccccc1F)c1ccc(S(=O)(=O)NCC2CCCO2)cc1 (stereo unspecified)
 : -4.2%	?	1.5	5.6%	14.3	2.9	3.7%	-1.2%	4.3%	7.3	-0.2%
(4) O=C(N/N=C/c1ccc([N+](=O)[O-])o1)c1sc2ccccc2c1Cl
 : 8.4%	6.7%	-94.9*	-7.7%	0.7	1.3	0.0%	9.6%	?	6.5	0.4%
(5) CCOc1ccccc1C1CC(=O)Nc2cc(OC)c(OC)cc21 (stereo unspecified)
 : -4.1%	-9.7%	13.1	5.3%	4.1	2.1	-0.1%	3.9%[11.5 µM]	-3.7%	0.0	-0.2%
(6) C#CCOCCOCCOCCNc1nc(N2CCN(C(=O)[C@H](Cc3cc4ccccc4[nH]3)n3cc([C@@H](N)Cc4ccc(O)cc4)nn3)CC2)nc(N2CCN(C(=O)[C@H](Cc3cc4ccccc4[nH]3)n3cc([C@@H](N)CC(C)C)nn3)CC2)n1
 : 3.0%	0.3%	-6.0	1.4%	11.5	-0.9	3.6%	6.5%	5.2%	30.5	-1.1%
(7) CCOc1ccc(N(CC(=O)NCc2cccc(OC)c2)S(=O)(=O)c2c(C)noc2C)cc1
 : -17.8%	-6.0%	-16.2	0.7%	-0.8	3.0	2.9%	4.6%	·	-11.0	0.0%
(8) COc1ccc(OCC(O)Cn2c(=N)n(CCN3CCOCC3)c3ccccc32)cc1 (stereo unspecified)
 : -0.7%	-0.1%	-7.2	5.6%	-6.5	3.4	0.1%	3.7%	-1.7%	2.7	0.2%
(9) CCCN(CCC)CCNC(=O)C1c2ccccc2C(=O)N(CCOC)C1c1ccc(F)cc1 (stereo unspecified)
 : -21.8%	-9.3%	-3.4	-1.1%	5.6	0.6	2.4%	-2.9%	0.2%	1.0	-0.9%
(10) COc1ccc(CN2C(=O)c3cccnc3C2O)cc1 (stereo unspecified)
 : -15.9%	-12.0%	1.9	-8.2%	-6.5	-0.9	0.0%	0.0%	1.6%	-12.0	0.1%
(11) O=C(COc1ccc(S(=O)(=O)N2CCCC2)cc1)N1CCN(c2ccccc2F)CC1
 : -13.3%	5.1%	-15.5	-0.3%	3.0	1.9	2.5%	4.1%	4.4%	-5.1	0.0%
(12) COc1ccc(/C=N/NC(=O)c2cccc(NC(=O)c3ccc(F)cc3)c2)c(C(=O)O)c1OC
 : 8.4%	?	5.2	1.3%	·	0.5	-0.9%	-10.8%	-0.6%	0.1	7.2%
(13) Cn1cccc1C(NC(=O)c1ccccc1)C(Cl)(Cl)Cl (stereo unspecified)
 : 1.0%	?	-22.0	0.0%	29.4	-0.6	-1.6%	·	1.9%	4.6	0.4%
(14) Cc1ccc(CNC(=O)c2ccc(N3CCC4(CC3)CC(c3cccc(Br)c3)=NO4)c(NC(=O)c3ccco3)c2)cc1
 : 3.2%	-0.1%	19.2	·	-24.9	·	1.8%	·	1.0%	-7.4	0.5%
(15) CC(C)NC(=O)C1CCN(C(=O)C(C(=O)c2ccccc2)n2cc(Cl)ccc2=O)CC1 (stereo unspecified)
 : 9.8%	12.7%	7.6	0.0%	-1.9	-12.9	0.4%	0.6%	-2.9%	-0.5	0.0%
(16) CCCC(NC(=O)CCc1c(C)c2cc3c(-c4ccccc4)coc3cc2oc1=O)C(=O)O (stereo unspecified)
 : -11.7%	1.3%	11.9	·	43.6	14.5	1.6%	·	-2.2%	0.7	0.0%
(17) COc1ccc(CN(C)C(=O)c2[nH]c(C)c(C(C)=O)c2C)c(OC)c1OC
 : 2.5%	3.0%	-2.0	-1.2%	8.2	-0.3	0.7%	-8.1%	2.2%	-4.7	0.0%
(18) Cc1ccc(C)c(CSc2nnc(C)c(=O)[nH]2)c1
 : 6.9%	-0.5%	4.3	12.8%	-2.5	5.1	5.9%	-2.1%	5.2%	-5.3	0.2%
(19) CN1CCN(C(=O)C2CCC(CNS(=O)(=O)c3cccc4cccnc34)CC2)CC1 (stereo unspecified)
 : -10.8%	?	25.2	2.5%	1.3	2.2	3.4%	4.6%	0.5%	-0.8	-0.1%
(20) CS(=O)(=O)N1CCN=C1SCc1ccc(F)cc1
 : 5.1%	?	-1.5	6.9%	3.6	·	1.3%	·	1.5%	8.7	0.1%
(21) Cc1cccc(C(=O)O/N=C(\N)CS(=O)(=O)c2ccccc2)c1
 : -0.8%	?	25.8	0.1%	2.5	·	3.2%	-2.3%	1.2%	-22.2	-0.8%
(22) CC1CCC2(CC1)NC(=O)N(CC(=O)NCc1ccc(F)cc1)C2=O (stereo unspecified)
 : -4.9%	-0.8%	-9.3	·	2.2	·	0.3%	·	-1.4%	-4.2	0.1%
(23) C#CCNc1nc(C)nc2c1nnn2Cc1ccccc1F
 : 2.2%	-1.3%	5.7	-3.7%	-8.6	0.0	1.7%	28.6%	-6.3%	-5.6	-0.8%
(24) CSc1nc2ccccc2n1Cc1c(Cl)cccc1Cl
 : 0.3%	-8.3%	10.2	-4.8%	-186.2*	-0.8	-0.9%	-6.2%	-9.7%	-19.6	-1.0%
(25) COC(=O)c1sccc1NC(=O)C1C2C=CC(O2)C1C(=O)O (stereo unspecified)
 : -1.8%	2.0%	-10.2	-0.2%	-1.5	-2.1	1.1%	-5.8%	-2.1%	-9.9	0.0%
(26) COc1ccc(NC(=O)CCNS(=O)(=O)c2cccc3nonc23)cc1
 : 3.4%	9.5%	19.9	-1.8%	2.8	2.3	-0.4%	1.3%	0.2%	-27.1	0.4%
(27) CCOc1ccc2[nH]cc(S(=O)(=O)c3ccc(Cl)cc3)c(=O)c2c1
 : 5.5%	12.0%	7.1	-1.8%	-0.2	-1.3	-1.3%	14.7%	-8.9%	-7.5	0.1%
(28) COc1ccc(OC)c2c1sc(=NC(=O)c1cccc(N3C(=O)CCC3=O)c1)n2C
 : -17.6%	?	24.6	-3.8%	5.2	-8.5	1.5%	1.5%	6.0%	4.8	-0.3%
(29) CN(C)S(=O)(=O)c1cccc(NC(=O)COC(=O)/C=C/c2ccco2)c1
 : -3.7%	-0.2%	-6.2	1.7%	-16.5	0.9	1.4%	12.5%	4.2%	1.3	-1.9%
(30) Cc1cccc(C(=O)NC(C(=O)Nc2cccc(S(=O)(=O)N3CCCC3)c2)C(C)C)c1 (stereo unspecified)
 : -5.3%	-0.3%	-16.7	·	-4.9	·	2.2%	·	6.8%	6.7	-0.5%

Next part.
Values run as follows: Eya2 inh	Chronic BCR inh	Giardia killer	GALK inhibitor	KCNH2 3.1 block	Coupling enz	USP2a inh	PKM2 activator	uPA generation	KCNH2 WT inh	B2AR arrestin
(31) COc1cccc(-c2nc(N)nc(SC)c2C#N)c1
 : -23.4%	19.1%	-17.5	-2.3%	-1.7	-0.7	1.1%	0.1%	-17.3%	2.5	-0.9%
(32) COc1cc(C(=O)COC(=O)c2ccco2)cc(OC)c1OC
 : 1.9%	-9.1%	9.0	·	4.4	·	0.9%	·	-1.1%	18.2	-0.3%
(33) CCOC(=O)c1sc(NC(=O)c2cc(S(=O)(=O)N3CCOCC3)ccc2C)nc1C
 : -1.9%	?	-0.2	0.7%	-7.7	2.0	1.5%	0.9%	-5.9%	-1.5	-0.2%
(34) O=C(NNC(=O)c1ccccc1Br)c1ccncc1
 : 17.5%	0.3%	-22.7	-0.1%	-2.7	0.5	-1.8%	-2.8%	3.5%	-0.9	-0.3%
(35) COc1ccc(/C=C/C(=O)OCC(=O)Nc2ccc3c(c2)OCO3)cc1
 : 12.7%	-7.0%	-3.1	·	-5.2	·	3.4%	·	3.3%	2.4	-0.6%
(36) COc1ccccc1N(CC(=O)NCC1CCCO1)C(=O)Cn1nnc(-c2cccs2)n1 (stereo unspecified)
 : -7.0%	8.2%	9.7	-2.7%	18.1	-0.3	6.6%	-2.8%	-1.7%	-2.0	0.2%
(37) CCNc1nc(NCC)n2c(SCC(=O)Nc3cccc(Cl)c3)nnc2n1
 : 21.2%	4.1%	1.9	·	-8.7	·	1.1%	·	-3.0%	-10.6	0.1%

2 compounds from above with just PKM2 activator and USP2a inh.
#	Structure	PKM2 activator	USP2a inh
36	COc1ccccc1N(CC(=O)NCC1CCCO1)C(=O)Cn1nnc(-c2cccs2)n1 (stereo unspecified)	-2.8%	6.6%
37	CCNc1nc(NCC)n2c(SCC(=O)Nc3cccc(Cl)c3)nnc2n1	·	1.1%
